GLP1R inv ag: GLP-1 receptor (human) inverse agonism; P43220; HEK293 GLP-1R CRE-luciferase, luminescence, 24 h; GLP-1R form is constitutively active; Potency, µM (series often up to 38.3 µM), inactives show top-dose activity change, negative = inhibition, actives largely listed as inhibitors; 410,000 tested, 1.6% active; note: potency is the fitted concentration of half-maximal effect; % is set by controls: 0 for no effect and ±100 for the full control effect; nearly all actives have a fitted effect of over 55% in size
Target sequence (P43220 whole entry, looked up): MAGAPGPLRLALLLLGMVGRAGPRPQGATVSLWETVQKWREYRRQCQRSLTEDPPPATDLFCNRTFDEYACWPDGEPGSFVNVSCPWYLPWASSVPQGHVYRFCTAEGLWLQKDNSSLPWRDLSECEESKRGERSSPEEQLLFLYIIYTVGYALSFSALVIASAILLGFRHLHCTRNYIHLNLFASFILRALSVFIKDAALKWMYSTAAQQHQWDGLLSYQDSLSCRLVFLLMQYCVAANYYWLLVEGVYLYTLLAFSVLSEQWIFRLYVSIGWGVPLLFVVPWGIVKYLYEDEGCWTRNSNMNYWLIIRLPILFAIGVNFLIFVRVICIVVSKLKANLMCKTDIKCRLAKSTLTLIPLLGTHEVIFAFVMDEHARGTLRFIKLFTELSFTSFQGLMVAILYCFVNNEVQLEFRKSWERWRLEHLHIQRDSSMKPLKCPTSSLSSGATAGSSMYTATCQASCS
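Constitutively active GLP-1R drives a cAMP-responsive luciferase in stably transfected HEK293 cells; test compounds are added after overnight (12 h) attachment and left 24 hr, and signal loss in luminescence marks inhibition.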
EPAC1 agonist: activates human EPAC1 exchange factor. EPAC1 agonist qHTS, biochemical assay; response scale: 100% = response to 6.5 mM cAMP. Potency, µM (highest dose often 154 µM), for the others: top-dose activation, usual class: activators. 360,000 tested, 0.073% active. AID 720707; note: potency is the fitted concentration of half-maximal effect; nearly all actives have a fitted effect of over 60% in size
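Nucleotide exchange assay: 100 nM EPAC1 with 250 nM Rap1B loaded with BODIPY-GDP and 50 uM GDP, room temperature. Fluorescence (480/540 nm) read every 5 min for 30 min; signal change normalized to 6.5 mM cAMP as full agonist.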
IL2 activator: IL-2 activation; IL-2 activation reporter assay, cell-based qHTS; stimulated with anti-CD3/CD4/CD28 beads; in transgenic mouse T cells; activation, % (series mostly up to about 46 µM); 360,000 tested, 0.065% active; AID 652025; in the data active = activation above about 50%; inconclusive = mostly about 30% to 49%; note: 0% is about no effect
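Using fluorescent plate cytometry, EGFP and DsRed are detected in transgenic mouse T cells stimulated 18 h at 37 degrees C with antibody-coated beads after 60 min compound pretreatment.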
PLK1 PBD inh: PLK1 (human) polo-box domain binding inhibition | P53350 | Plk1 PBD binding of FITC phosphopeptide, fluorescence polarization | Potency, µM, for the others: max response, negative = inhibition, most hits filed as inhibitors | 360,000 tested, 2.8% active | AID 720504; note: potency is the fitted concentration of half-maximal effect; series mostly up to about 57 µM; % is set by controls: 0 for no effect and ±100 for the full control effect; nearly all actives have a fitted effect of over 65% in size
Target sequence (P53350 whole entry, looked up, the tested form may be a part): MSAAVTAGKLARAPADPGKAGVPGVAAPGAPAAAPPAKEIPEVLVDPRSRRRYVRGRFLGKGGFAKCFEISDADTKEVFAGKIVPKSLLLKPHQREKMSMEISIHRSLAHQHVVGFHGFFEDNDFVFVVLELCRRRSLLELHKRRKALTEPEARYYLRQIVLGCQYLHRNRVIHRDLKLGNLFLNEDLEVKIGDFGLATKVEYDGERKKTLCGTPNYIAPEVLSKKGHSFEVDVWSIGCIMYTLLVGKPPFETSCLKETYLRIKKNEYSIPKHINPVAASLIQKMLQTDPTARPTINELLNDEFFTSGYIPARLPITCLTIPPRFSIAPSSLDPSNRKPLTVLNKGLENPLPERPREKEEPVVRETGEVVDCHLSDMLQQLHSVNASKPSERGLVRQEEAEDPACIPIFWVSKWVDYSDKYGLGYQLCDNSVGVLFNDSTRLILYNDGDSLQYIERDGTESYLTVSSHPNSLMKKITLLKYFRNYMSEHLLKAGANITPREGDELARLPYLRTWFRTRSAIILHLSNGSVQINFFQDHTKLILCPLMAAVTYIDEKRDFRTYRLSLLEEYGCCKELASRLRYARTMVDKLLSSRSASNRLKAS
PTHR1 ag: PTHR1 (human) receptor agonism. Potency, µM (titrated, usually from 115 µM), for inactives: top-dose activation, usual class: activators. 410,000 tested, 0.075% active. HEK293 GP2 PTHR1 cells, GloSensor cAMP luminescence, 1 h. AID 743266; note: potency is the fitted concentration of half-maximal effect; nearly all actives have a fitted effect of over 55% in size; some results filed as inactive show a strong effect at the top dose; inactives centre near -15; many of its hits are not listed in these tables
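HEK-293-derived GP2 cells expressing PTHR1 and a GloSensor cAMP reporter, 3,000/well, plated overnight, given luciferin plus IBMX (each 0.5 mM as added) for 1 h at 37 °C, then compound for 1 h at 37 °C. Luminescence was read after 15 min at room temperature.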
EPAC1 antag: EPAC1 (human) antagonism. AID 720709. EPAC1 GEF assay, Rap1b-BODIPY-GDP exchange fluorescence. O95398. Potency, µM (doses to about 115 µM), for inactives: top-dose activity change, negative = inhibition, hits mostly inhibitors. 360,000 tested, 0.14% active;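 note: potency is the fitted concentration of half-maximal effect; plate controls were vehicle for no effect and positive control for full effect; nearly all actives have a fitted effect of over 50% in size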
GLP1R cytotox: cytotoxicity in counter-screen for GLP-1R inverse agonists; HEK293 cAMP-luciferase reporter cells, luminescence, 24 h; Potency, µM (doses to about 38.3 µM), for the others: at the highest dose activity change, negative = inhibition, most hits filed as inhibitors; 410,000 tested, 0.13% active;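 note: loss of luciferase light is scored as toxicity; potency is the fitted concentration of half-maximal effect; % is set by controls: 0 for no effect and ±100 for the full control effect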
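Quantitative HTS format, 1536 wells, 200 cells/uL seeded. Compounds: 23 nL, 24 h, 37 °C. Detection: luciferase reagent, luminescence at 12 min RT; decreased signal taken as cytotoxic.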
GLP-1R agonist: activates the human GLP-1 receptor; AID 624172; HEK293 GLP-1R CRE-luciferase, luminescence, 4-6 h; cells express a hypersensitive GLP-1R form; Potency, µM (series often up to 45.6 µM), for the others: top-dose activation, hits mostly activators; 380,000 tested, 0.007% active; P43220; note: potency is the fitted concentration of half-maximal effect; % of control where 0% means no effect
PI5P4K alpha inh: inhibitors of human PI5P4K alpha | max response, % | 330,000 tested, 1.2% active | PI5P4Kalpha enzyme, ADP-Glo luminescence, 60 min; hits give low values | P48426; active = max response of -50% or lower; inconclusive = between -30% and -50%; inactive = -30% or higher; note: value at the top dose of about 77 µM; % is set by controls: 0 for no effect and ±100 for the full control effect
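Single end-point luminescence (ADP-Glo) quantified ADP from PI5P4Kalpha turnover; ATP 5 microM final, 1 h at RT, 0.1% CHAPS and 0.28 mM EGTA in HEPES pH 7.4.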
Numbers without * were called inactive; i = inactive; ? = inconclusive; / = no result given; [ ] = remark or other dose. Unless noted, calls come from the whole dose curve; as a rule, active = well fitted curve in the direction sought with a large enough effect; inconclusive = small, poorly fitted or top-dose-only effect, or another doubt; inactive = no such curve, though single readings can be large; an effect the other way counts as inactive or inconclusive.

SMILES	GLP1R inv ag	EPAC1 agonist	IL2 activator	PLK1 PBD inh	PTHR1 ag	EPAC1 antag	GLP1R cytotox	GLP-1R agonist	PI5P4K alpha inh
N#C/C(=C\c1ccc(-c2ccc(S(=O)(=O)N3CCOCC3)cc2)o1)C(=O)NC1CC1	60%[activator]	2%	-1.2	0%	-32%	-19%	1%	12%	-29
Cc1nc2ccccc2c2oc(C(=O)NCc3ccc4c(c3)OCO4)cc12	17%	-7%	-4.6	3%	-48%[inhibitor]	?	-5%	9%	-3
Nc1c2c(nc3ccccc13)N(c1ccccc1)CC2	?	9%	-0.1	-6%	-16%	3%	?	16%	7
Cc1cccc(CN2CCN(C3CN(Cc4ccc([N+](=O)[O-])cc4)S(=O)(=O)C3)CC2)c1 (stereo not given)	-29%	2%	0.8	-1%	-18%	6%	3%	-3%	5
O=C(NCCc1ccc(F)cc1)C1CCN(C(=O)Nc2ccccc2)CC1	-10%	9%	0.1	-1%	-14%	-6%	1%	3%	0
CC(C)Cn1cnc2c(Sc3c([N+](=O)[O-])ncn3C)nc(N)nc21	-2%	-4%	-1.4	3%	i	0%	-21%	-2%	-5
Cc1cc2nc(-c3ccc(SCC(=O)N4CCN(C(=O)c5ccco5)CC4)nc3)[nH]c2cc1C	?	1%	-2.5	?	-50%[inhibitor]	-1%	-29%	-16%	/
Cn1cc(C(CO)Cc2ccccc2)c2ccccc21 (stereo not given)	?	-2%	0.7	-5%	-13%	-1%	-11%	18%	-5
O/N=C/C1=C(Cl)c2ccccc2CC1	16%	1%	0.7	-4%	-23%	-9%	12%	12%	-6
CCCCn1c(SCC(=O)Nc2ccc3c(c2)CCC3)nc2ccccc2c1=O	15%	2%	-0.3	30µM*	-13%	-2%	27%	0%	6
O=C(NCc1ccccc1)C(=O)NCC1OCCN1S(=O)(=O)c1ccc(Br)cc1 (stereo not given)	?	4%	-3.5	-12%	-75%[inhibitor]	-1%	0%	7%	-1
CCCNC(=O)c1c(O)c2c([nH]c1=O)CCCC2	-25%	7%	-1.1	?	-36%[inhibitor]	-2%	-6%	5%	2
Cc1ccc(NC(=O)/C(=C/c2cccs2)NC(=O)c2ccco2)cc1	-17%	-20%	-0.2	0%	i	41%[activator]	-24%	0%	-12
O=C(Nc1ccc(Cl)c(Cl)c1)c1ccc(Cn2c(=O)[nH]c3ccsc3c2=O)cc1	-10%	-4%	-1.1	-10%	i	-7%	-13%	7%	-9
CN(CC(=O)Nc1cccc(F)c1)C(=O)CCCNC(=O)c1ccc(Cl)cc1	-1%	6%	-3.6	-8%	i	-1%	-6%	6%	0

Carrying on:
SMILES	GLP1R inv ag	EPAC1 agonist	IL2 activator	PLK1 PBD inh	PTHR1 ag	EPAC1 antag	GLP1R cytotox	GLP-1R agonist	PI5P4K alpha inh
Cc1cc(C)n(CC(O)COc2ccc(C(C)(C)C)cc2)n1 (stereo not given)	?	-11%	-0.9	5%	i	-7%	-1%	19%	20
CNC(=O)NC(=O)C(c1ccccc1)N(C)CC1COc2ccccc2O1 (stereo not given)	?	-1%	-0.3	-1%	-6%	2%	-1%	14%	0
OCCNc1nc2ccc(Cl)cc2[nH]1	0%	-2%	-2.4	3%	i	4%	31%[activator]	-9%	/
COc1cccc(-c2nc(C(=O)NCC3CCCO3)cc3c2[nH]c2ccccc23)c1 (stereo not given)	?	-26%	-0.6	1%	-26%	-26%	?	4%	-2
Cc1ccc(OCC(=O)Nc2ccc(N3CCN(S(C)(=O)=O)CC3)cc2)cc1	9%	10%	0.7	-21%	-30%	-29%	9%	7%	5
COc1cc(NC(=O)CSc2ccccc2)c(C(=O)O)cc1OC	2%	0%	2.3	-5%	i	9%	0%	4%	0
CCc1cc(=O)oc2cc(O[C@@H]3O[C@H](CO)[C@@H](O)[C@H](O)[C@H]3O)c(Cl)cc12	7%	3%	-0.3	2%	i	-1%	4%	11%	4
COc1ccc2c(c1)C(=O)[C@H](O)[C@@H](c1ccc(OC)c(Br)c1)O2	-26%	-21%	-0.2	-7%	-3%	-24%	2%	20%	2
O=C(Nc1ccncc1)Nc1ccncc1	66%[activator]	1%	1.0	-2%	-11%	2%	-5%	3%	9
COc1ccc(-n2cc(CNCCCn3ccnc3)c(-c3cccc(F)c3)n2)cc1	?	9%	0.2	-4%	i	13%	4%	16%	-3
COCCn1cc(C(=O)N2CCC(C)CC2)c2c3ccccc3n(C)c2c1=O	0%	17%	-0.8	-8%	-1%	3%	-4%	20%	/
COc1cccc(-c2cc(C(=O)Nc3ccccc3)c3ccccc3n2)c1	-14%	1%	0.3	0%	-5%	3%	8%	2%	5
CCOC(=O)C1(CCOc2ccccc2)CCN(C(=O)c2ccc(-n3cccn3)cc2)CC1	?	4%	-0.5	-14%	-39%	?	-2%	12%	5
CCC(=O)N(Cc1cc2cc(OC)ccc2[nH]c1=O)c1ccccc1C	-18%	0%	-2.3	?	3%[57.5 µM]	0%	-20%	-3%	-1
CC(=O)n1nc(-c2cccnc2)nc1N	2%	9%	-1.9	-11%	?	-10%	5%	0%	/

Continuation:
SMILES	GLP1R inv ag	EPAC1 agonist	IL2 activator	PLK1 PBD inh	PTHR1 ag	EPAC1 antag	GLP1R cytotox	GLP-1R agonist	PI5P4K alpha inh
O=C(Cc1ccc(F)cc1)c1ccc(O)cc1O	23%	11%	1.0	-5%	-16%[57.5 µM]	-1%	0%	5%	3
O=C(C1CCN(S(=O)(=O)c2ccc(F)cc2)CC1)N1CC=C(c2ccccc2)CC1	2%	6%	0.6	-2%	i	1%	-12%	-8%	-1
CCCOc1ccc(-c2cc(C(F)(F)F)c(C#N)c(SCC(=O)O)n2)cc1	-25%[7.66 µM]	-8%	1.0	?	-37%[inhibitor]	-17%	-5%[7.66 µM]	0%	2
NS(=O)(=O)c1ccc(NC(=O)COC(=O)c2cn(-c3ccccc3)nc2-c2ccccc2)cc1	0%	4%	0.5	1%	-21%	-6%	0%	12%	8
O=C(CCS(=O)(=O)Cc1ccc(Cl)cc1)NCCCN1CCOCC1	-1%	3%	1.2	1%	-4%	4%	3%	3%	/
Cc1onc(-c2ccccc2Cl)c1C(=O)Nc1ncn[nH]1	3%	7%	-0.4	-10%	i	-14%	1%	-5%	-6
Cc1cc(NC(=O)c2ccno2)no1	0%	9%	-0.8	-5%	i	12%	-4%	-4%	-1
CS(=O)(=O)N(CC(=O)N1CCOCC1)c1ccccc1Br	4%	-7%	2.8	-4%	-18%	7%	-31%	-6%	1
CCOc1cc2[nH]c(=O)n(CCc3ccc(OC)c(OC)c3)c(=O)c2cc1OCC	0%	-8%	-1.9	-8%	i	3%	-26%	1%	1
CCN1C(=O)c2cccc3c(S(=O)(=O)Nc4c(C)n(C)n(-c5ccccc5)c4=O)ccc1c23	0%	1%	1.5	-2%	-33%[inhibitor][57.5 µM]	-27%	-11%	3%	-10
COc1ccccc1NC=C1C(=O)OC2(CCCCC2)OC1=O	0%	-6%	-2.8	-1%	-7%[57.5 µM]	0%	-9%	18%	/
CN(C(=O)COC(=O)c1cc2ccccc2oc1=O)C1CCCCC1	-16%	6%	0.8	-4%	-23%	-14%	-15%	1%	7
Cc1ccc(C(=O)NC(C)c2ccccc2)cc1S(=O)(=O)N1CCOCC1 (stereo not given)	8%	4%	-1.0	7%	-26%	0%	5%	1%	-5
O=C(NCC(=O)N1CCN(C/C=C/c2ccccc2)CC1)c1ccc(OC(F)F)cc1	?	6%	-0.6	-4%	-52%[inhibitor]	1%	1%	-1%	1
O=C(Nc1ccc(S(=O)(=O)N2CCCc3ccccc32)cc1)C1CCCO1 (stereo not given)	0%	12%	-4.8	-9%	i	0%	3%	11%	/

Carrying on:
SMILES	GLP1R inv ag	EPAC1 agonist	IL2 activator	PLK1 PBD inh	PTHR1 ag	EPAC1 antag	GLP1R cytotox	GLP-1R agonist	PI5P4K alpha inh
O=c1ccc2cc(S(=O)(=O)N3CCN(c4ccccc4F)CC3)ccc2[nH]1	1%	-6%	-1.7	-2%	-40%[inhibitor]	9%	-17%	10%	3
Cc1ccc(OC(=O)c2cccnc2)cc1	1%	4%	1.1	5%	-7%	-28%	-14%	-3%	-1
Cc1cc(=O)oc2c3c(cc(OCC(=O)NC(C)C)c12)OC(C)(C)CC3	101%[activator]	1%	-0.3	-19%	-75%[inhibitor]	-4%	-2%	?	1
O=C(COc1ncnc2c(Cl)cc(Cl)cc12)N1CCCCC1	-8%	2%	0.1	-4%	i	-2%	-14%	0%	/
CC(C)CC(=O)NC(Nc1ccccc1F)C(Cl)(Cl)Cl (stereo not given)	-24%	-5%	-2.3	-6%	i	-12%	18%	2%	-1
Cc1ccc(S(=O)(=O)N2CCCCC2)cc1NC(=O)c1cccnc1	4%	4%	0.2	-6%	-22%	-6%	-1%	-3%	-3
O=C(c1ccc2c(c1)N(Cc1ccccc1F)C(=O)c1ccccc1S2(=O)=O)N1CCCCC1	6%	/	/	/	-18%	/	-6%	0%	/
COc1cccc(CN(C(=O)/C=C/c2ccco2)C2CCS(=O)(=O)C2)c1 (stereo not given)	7%	2%	-0.7	-12%	i	7%	-9%	-3%	-14
COC(=O)C1(C)CCC(C(=O)Nc2ccccc2)C1(C)C (stereo not given)	-2%	-2%	1.9	3%	-31%[inhibitor]	15%	-14%	-1%	-3
COC(=O)c1cc2occc2n1CC(=O)N(C)C1CCCCC1	-2%	5%	-0.3	0%	22%[57.5 µM]	9%	?	2%	/
CCc1ccccc1OCC(=O)Nc1cccc(S(=O)(=O)NCc2ccco2)c1	?	6%	-0.7	-26%	-5%	-19%	-10%	-1%	-17
CCc1ccc(N(CC(=O)NC2CCCC2)C(=O)CCC(=O)Nc2ccccn2)cc1	-5%	0%	-0.5	-7%	i	-3%	0%	8%	-3
c1ccc2ncc(-n3ccnc3)cc2c1	26%	4%	0.8	-4%	-20%	-9%	-2%	0%	-1

Look-ups from above:
c1ccc2ncc(-n3ccnc3)cc2c1 in PTHR1 ag = -20%
O=c1ccc2cc(S(=O)(=O)N3CCN(c4ccccc4F)CC3)ccc2[nH]1 in EPAC1 antag = 9%

Bioassay records: PubChem BioAssay, National Center for Advancing Translational Sciences (NCATS)

Only part of the results is shown; count on the stated rates, not on these rows.
